Assay outcomes as filed in PubChem BioAssay.
mcGAS inh: blocks mouse cGAS activity. Q8C6L5. recombinant cGAS, Kinase-Glo ATP depletion luminescence. inhibition, % at 12.5 µM. 160,000 compounds, 0.15% hits. AID 1259399;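 also: 0% = negative control wells and 100% = reference inhibitor with no enzyme activity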
hcGAS inh: blocks human cGAS activity. AID 1259398. Q8N884. 290,000 compounds, 0.081% hits. inhibition, % at 12.5 µM. recombinant h-cGAS, ATP depletion, Kinase-Glo luminescence;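 also: 0% = vehicle reaction and 100% = reaction without DNA for no activity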
Target sequence (Q8N884 whole entry, looked up): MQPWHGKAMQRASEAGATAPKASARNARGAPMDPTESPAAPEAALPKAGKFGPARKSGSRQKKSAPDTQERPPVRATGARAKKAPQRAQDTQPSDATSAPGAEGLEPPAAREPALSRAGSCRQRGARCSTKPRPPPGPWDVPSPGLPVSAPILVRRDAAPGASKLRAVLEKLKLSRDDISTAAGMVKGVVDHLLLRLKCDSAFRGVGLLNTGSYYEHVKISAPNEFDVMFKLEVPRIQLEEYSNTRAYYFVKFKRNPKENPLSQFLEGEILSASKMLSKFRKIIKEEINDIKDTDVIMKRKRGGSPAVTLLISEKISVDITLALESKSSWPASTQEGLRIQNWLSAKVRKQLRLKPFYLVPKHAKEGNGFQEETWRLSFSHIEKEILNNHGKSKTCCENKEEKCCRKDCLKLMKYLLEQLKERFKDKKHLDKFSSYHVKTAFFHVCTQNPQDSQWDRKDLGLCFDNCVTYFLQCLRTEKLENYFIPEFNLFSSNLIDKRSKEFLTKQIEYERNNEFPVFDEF
NPYLR7 agonist: activates Aedes aegypti NPYLR7 receptor | HEK293T NPYLR7/Galpha15, GCaMP6s calcium fluorescence | activation, % at 10 µM | 270,000 compounds, 0.15% hits; in the data active = activation above about 40%;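 also: 0% = vehicle and 100% = reference agonist at the receptor; some compounds past the cut are filed as inactive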
An asterisk follows results filed as active; x = no result given; & = joins results of further samples. Rule as the data show it, unless noted: active = inhibition above about 40%; inactive = the rest.

Values run as follows: NPYLR7 agonist, mcGAS inh, hcGAS inh
- COc1cc2nc(-c3cc(Cl)c4c(c3)OCCCO4)[nH]c(=O)c2cc1OC
 : 10, x, -8
- Cc1c(C(=O)NCc2ccccc2C(F)(F)F)sc(=O)n1Cc1cccc(F)c1
 : -3, x, -6
- Cc1ccc(NC(=O)Nc2ccc(N3CCCC3)c(C(=O)NC(C)c3ccccc3)c2)cc1C (centres undefined)
 : 1, -7, 6
- O=C(c1cccnc1Oc1ccc(Cl)cc1)N1CCN(c2ccccn2)CC1
 : -3, -3, -8
- O=C(NCCCc1ccccc1)NC1CCOC2(CCSC2)C1 (centres undefined)
 : 2, x, -4
- COC(=O)Cc1csc(N=Cc2c(O)n(C)c(=O)n(C)c2=O)n1
 : 2, x, 0
- CN1CCC(N2CCC(CN(Cc3ccncc3)Cc3cc4ccccc4o3)CC2)CC1
 : x, 1, 1
- COc1cccc(-n2nnc(C(N)=S)c2C)c1
 : 1, -8, -6
- CCOC(=O)c1cc(-c2cccc(NC(=O)c3ccco3)c2)n(-c2ccc(OC)cc2)n1
 : 20, -9, -8
- CS(=O)c1ccc(C(=O)NCC(C)(C)N2CCCCC2)cc1 (centres undefined)
 : -5, x, 1
- CCc1nc(CN2CCCN(C(=O)C(CC)OC)CC2)cs1 (centres undefined)
 : 7, x, -5
- CCOC(=O)Cn1c(=NC(=O)c2ccc(S(=O)(=O)N(CC)CC)cc2)sc2cc(C)ccc21
 : 3, x, -10
- CS(=O)(=O)Nc1ccc2c(c1)C(=O)Nc1ccccc1O2
 : 12, x, -4
- COc1cc(OC)cc(C(=O)Nc2c(C)nc3c(C)cccn3c2=O)c1
 : 0, x, -10
- CN(C)CC(NC1CCC2(CCNCC2)CC1)c1ccccc1 (centres undefined)
 : x, -3, -3
- COc1ccc(OC)c(C2CC(c3ccc(C)cc3C)=NN2C(=O)CN2CCC3(CC2)OCCO3)c1 (centres undefined)
 : 0, -3, -3
- O=C(Cn1cnc2sc3c(c2c1=O)CCC3)N1CCCCC1
 : -3, x, -2
- C=CCN1CCc2cc(O)c(O)cc2C(c2ccccc2)C1 (centres undefined)
 : 2, -4, 9
- CCOc1ccccc1NC(=O)N(CC(=O)Nc1cc(C(C)(C)C)nn1-c1ccccc1Cl)C(C)C
 : 19, -5, 0
- COCCNC(=O)C1CCCN(C2CCN(C(=O)Cc3cc(C)no3)CC2)C1 (centres undefined)
 : 29, x, -3
- O=c1ccn(CCc2n[nH]c(CCc3ccccc3)n2)c(=O)[nH]1
 : 26, -11, -8
- CCn1cc(CN2CCc3[nH]nc(-c4ccc(C(F)(F)F)cc4)c3C2)cn1
 : x, -12, -7
- CC1=C(C(=O)OCC(C)C)C2(O)C(=O)c3ccccc3C2(O)N1 (centres undefined)
 : 2, -5, -2
- CCOCCCN(CC(=O)N(Cc1cccn1Cc1ccccc1)C1CCCCC1)S(=O)(=O)c1ccc(Br)cc1
 : -3, -5, -6
- COCCCNCc1nc2scc(-c3ccc(Cl)cc3)c2c(=O)[nH]1
 : 9, -6, -7
- Cc1cc(-n2c(C)cc(-c3csc(NC4CC4)n3)c2C)no1
 : 8, x, -4
- Cc1nnc(SCCn2c(N3CCC(C)CC3)nc3c2c(=O)[nH]c(=O)n3C)s1
 : 5, x, 0
- Cn1c(CNC(c2cccs2)C(C)(C)C)cc(=O)n(C)c1=O (centres undefined)
 : -9, x, 0
- CC(Cn1cncn1)NCc1n[nH]c2c1CCC2 (centres undefined)
 : 1, x, -5
- CCNC(=O)c1ccc(-c2ccnc3[nH]ccc23)s1
 : 0, x, -6
- CNc1cncc(-c2ccc3c(c2)OCO3)n1
 : 1, x, -5
- CCc1nn2c(NCCOCCO)cc(C)nc2c1-c1ccccc1
 : 2, -9, -8
- CC(=O)C(Cc1ccccc1)NC(=O)COC(=O)c1cccc2c1C(=O)c1ccccc1C2=O (centres undefined)
 : 26, x, -7
- Cc1ccc(C(CC(=O)N2CCN(C/C=C/c3ccccc3)CC2)c2c[nH]c3ccccc23)cc1 (centres undefined)
 : 10, -5, -2
- COc1ccc(CCOC(=O)C2CCCCN2C(=O)c2ccc(Br)cc2)cc1OC (centres undefined)
 : -7, -5, -3
- Cc1nn2c(=O)[nH]c(SCc3ccccn3)nc2c1-c1ccccc1
 : 1, -3, -6
- Cc1ccc(OCCNS(=O)(=O)N2CCCCCC2)c(C)c1
 : 4, x, -4
- CCCS(=O)(=O)c1ncc(CN(C)Cc2csc(C)n2)n1CC1CCCO1 (centres undefined)
 : 5, -8, -5
- CN1C(=S)N(C(c2ccccc2)c2ccccc2)C(=O)/C1=C\c1ccc(O)cc1O
 : -3, -7, -7
- CCCN(C(=O)C(=O)Nc1cc(C)on1)C1CC(OCC)C1(C)C (centres undefined)
 : -3, 6, 2
- CC(C)(C)NC[C@@H](O)COc1nsnc1N1CCOCC1
 : -12, x, -1&-2
- Cc1nn(-c2ccc(N3CCN(C(=O)c4ccccc4)CC3)nn2)c(C)c1C
 : -5, -10, -7
- COc1cc(OC)cc(-c2n[nH]c(=S)o2)c1
 : -7&-1, 5, 12&2
- CCOc1ccc(-n2c(C(C)N(CCc3ccc(OC)c(OC)c3)C(=O)c3ccc(Cl)c(Cl)c3)nc3ccccc3c2=O)cc1 (centres undefined)
 : 2, -4, -3
- CC/C(=C/C(=O)Nc1ccc(CS(C)(=O)=O)cc1)c1ccccc1
 : 5, x, -8
- O=C(CN1CCCC1=O)N1CCCC2(C=Cc3ccccc3O2)CC1 (centres undefined)
 : 4, x, -4
- COCCC(=O)N1CCc2c([nH]c3ccccc23)C1c1cccc(C(F)(F)F)c1 (centres undefined)
 : 6, x, -2
- CCNC(=O)C1(C)CCCN(Cc2ccccc2-c2ccccc2)C1 (centres undefined)
 : -2, -3, -4
- CCCCCCc1ccc(C(=O)N(Cc2ccc(OS(C)(=O)=O)cc2)Cc2ccco2)cc1
 : x, -6, -11
- COc1ccc(Cl)c(CN2CC[C@@H]3CC[C@H](C2)N3C)c1F
 : -4, -1, -1
- CC(C)CCn1c(N2CCN(Cc3ccccc3)CC2)nc2c1c(=O)[nH]c(=O)n2C
 : 1, -1, -1
- CC1(C(=O)NCc2ccc(Cl)cc2)CCN1C(=O)c1cccc(F)c1 (centres undefined)
 : 4, x, 0
- COc1ccc(NC(=O)NC(Cc2ccccc2)c2nnc(SCc3ccc(F)cc3)n2-c2cc(Cl)ccc2C)c(OC)c1 (centres undefined)
 : 18, -4, -2
- c1ccc(-c2n[nH]c3c2oc2ccccc23)cc1
 : -10, x, 0
- O=C(c1cccnc1Nc1ccccc1F)N1CCC2(CC1)OCCO2
 : -1, x, 5
- O=C(CCn1nnc2ccccc21)N1CCCC(Cn2ccnc2)C1 (centres undefined)
 : -5, x, -4
- CNC(=O)NC(=O)C(C)Sc1nc(C)nc2sc(C)c(C)c12 (centres undefined)
 : -4, x, -5
- Cc1ccc(-c2csc(SCC(=O)NC(C)(C#N)C3CC3)n2)cc1 (centres undefined)
 : 15, x, -7
- COc1cc(C2NC(=O)CCC2[N+](=O)[O-])c(OC)cc1Br (centres undefined)
 : 0, -8, -10
- COc1cccc(C(=O)N2CCN(Cc3ccc(Cn4cccn4)cc3)CC2)c1
 : 16, x, -5

The listing continues.
Values run as follows: NPYLR7 agonist, mcGAS inh, hcGAS inh
- CNC(=O)CN(C)C(=O)/C=C/c1cc(Br)ccc1OC
 : 1, x, -2
- CN1C(=O)C(=C2C=C(c3ccccc3)N(CCO)C3=C2CCCC3)C(=O)N(C)C1=O
 : -6, -7, -7
- O=C(Nc1nc([C@@H]2O[C@H](CO)[C@@H](O)[C@H](O)[C@H]2O)cs1)Nc1ccc(Br)c2ccccc12
 : 14, -2, -4
- CNC(=O)[C@@]1(OCc2cccc(C)c2)CC(OCc2cccc(F)c2F)[C@@H]2OC(C)(C)O[C@@H]2C1 (some centres undefined)
 : 6, -4, -2
- CC(c1ccccc1)N(Cc1cc(NC(=O)c2ccco2)ccc1N(C)C)C(=O)C1CC1 (centres undefined)
 : 20, -3, -6
- COc1ccc(C(=O)N(CC(=O)N(Cc2ccc(F)cc2)Cc2ccc(C)s2)C2CCCCC2)cc1
 : -5, -6, -7
- CSc1ccc(C(=O)C2CCCN(Cc3nc4ccccc4nc3C)C2)cc1 (centres undefined)
 : 0, -7, -1
- O=S(=O)(c1ccc2c(c1)OCCCO2)N1CCN(CC(O)COc2ccc(F)cc2)CC1 (centres undefined)
 : 25, x, -15
- Cc1cc(C)n(CCCNC(=O)c2cc(C)[nH]n2)n1
 : 0, x, -5
- CCCCCCCCn1cc(C(C)=O)c(=O)[nH]c1=O
 : 0, x, -3
- Cc1cccc(Cn2c(=O)c(C(=O)NCc3ccco3)nn(-c3ccc(C)c(C)c3)c2=O)c1
 : 6, -4, -3
- Cc1nnsc1C(=O)N(CCc1ccccc1)CC1CCCN(C)C1 (centres undefined)
 : 6, x, -9
- Cc1n[nH]c(C)c1SCC(=O)OCC(=O)N(C(C)C)C(C)C
 : -2, x, 0
- Cc1cc(C)c(C)c(S(=O)(=O)N2CC(=O)N3CCc4ccccc4C3C2)c1C (centres undefined)
 : -3, -6, -3
- Cc1cc(NCc2nncn2C(C)C)nc(-c2ccncc2)n1
 : 2, -15, -7
- O=C(NCC1(c2ccccc2)CCC1)c1ccc2c(c1)OCO2
 : 16, x, -4
- CCOC(=O)[C@H]1C[C@]2(CCCCNC2=O)N(C(=O)c2cc(C)oc2C)[C@H]1c1ccco1
 : 6, -8, -4
- O=C(CSc1nnc(-c2ccccc2Cl)n1-c1ccccc1Cl)N1CCOCC1
 : 6, -6, 0
- CCc1nn2c(-n3ccnc3)cc(C)nc2c1-c1ccccc1
 : -3, -1, 3
- COc1ccccc1-c1cc(C(=O)N2CCN(Cc3ccccc3)CC2)nc2cc(C(C)(C)C)nn12
 : -3, -9, -7
- Fc1ccc(NC(=S)N2CCCC(C(F)(F)F)C2)cc1 (centres undefined)
 : -2, -4, -6
- COc1ccc(NC(=O)NCc2nnc(SCc3ccccc3C)n2-c2ccc(Cl)cc2Cl)c(OC)c1
 : 17, -5, -2
- COc1ccc(F)cc1C(=O)CN1C(=O)COc2ccccc2C1=O
 : -8, -3, -5
- CC(=O)N(CCN(C)C)c1nc2ccc(Br)cc2s1
 : -3, -5, -2
- Cc1occc1C(=O)NCc1nc(-c2ccc(NC(=O)Cc3ccccc3)cc2)oc1C
 : 2, -13, -7
- c1ccc(CN(CC2CCCO2)c2ncnc3ccsc23)cc1 (centres undefined)
 : 4, -4, 3
- CCN(CC)C(=O)c1sc2nc3c(cc2c1N)C(=O)CC(C)(C)C3
 : 5, x, 0
- O=C(NC1CCCCC1)c1ccccc1NS(=O)(=O)c1ccc(F)cc1
 : -2, 0, 2
- Cc1nc2ccc(C(=O)Nc3cccc(NS(C)(=O)=O)c3)cn2c1N(C)C(=O)CCc1ccccc1
 : 17, -3, -7
- CCOc1ccc2oc(C(=O)Nc3cccc(S(=O)(=O)N4CCCC4)c3)c(C)c2c1
 : 12, x, -6
- CC(=O)CC1(O)C(=O)N(CCCOc2ccccc2C)c2ccccc21 (centres undefined)
 : 18, x, -9
- Cc1cc(C(C)(C)C)cc(C)c1S(=O)(=O)Nc1c(C)nn(C)c1C
 : -3, x, -5
- OCc1csc(N2C[C@@H]3[C@H](C2)[C@H]2CC[C@@H]3O2)n1
 : 9, x, -8
- COC(=O)c1nc2nc(C)cc(C)n2c1F
 : 6, x, -7
- CCCn1cc(C(=O)N2CCN(C)CC2)c2nn(-c3ccccc3)c(=O)c-2c1
 : 10, -8, -2
- OCCSC1SC(=S)SC1SCCO (centres undefined)
 : 3, x, -7
- CCc1cccc(N2C(=O)CSC2c2ccc(NC(=O)c3cccc4ccccc34)cc2)c1 (centres undefined)
 : -4, -10, -4
- Cc1cc(C(F)(F)F)n(CC(C)Cn2cc3ncccc3c2O)n1 (centres undefined)
 : 0, x, -2
- CCc1nc2c(OCC(=O)N(C)C)cccn2c1N(C)C(=O)c1ccco1
 : 10, -3, -3
- Cc1cc(CNC(=O)c2ccn(C)n2)c2[nH]c(-c3ccccc3)c(C)c2c1
 : -1, -10, -3
- COc1cc2nc(-c3ccc(C)o3)cc(C(=O)NCc3ccccc3C(F)(F)F)c2cc1OC
 : 5, 0, 5
- CCC(C)C(NC(=O)Nc1ccc(F)c(Cl)c1)C(=O)Nc1nnc(-c2ccc(N(C)C)cc2)s1 (centres undefined)
 : -6, 1, -2
- CN(C)CCCOC1CCN(c2nccnc2C#N)CC1
 : 0, x, -5
- O=C1CC(c2ccc(Cl)cc2)ON1Cc1ccc(Cl)cc1 (centres undefined)
 : -7, x, -4
- COCc1c(Br)c(C)nc(OCC(=O)N/N=C\c2cc(Br)c(OCc3ccc(Cl)cc3)c(OC)c2)c1C#N
 : 25, -6, -8

Another view of part of the listing above:
| smiles | NPYLR7 agonist | mcGAS inh | hcGAS inh |
| --- | --- | --- | --- |
| COC(=O)c1nc2nc(C)cc(C)n2c1F | 6 | x | -7 |
| CCCn1cc(C(=O)N2CCN(C)CC2)c2nn(-c3ccccc3)c(=O)c-2c1 | 10 | -8 | -2 |
| OCCSC1SC(=S)SC1SCCO (centres undefined) | 3 | x | -7 |
| CCc1cccc(N2C(=O)CSC2c2ccc(NC(=O)c3cccc4ccccc34)cc2)c1 (centres undefined) | -4 | -10 | -4 |
| Cc1cc(C(F)(F)F)n(CC(C)Cn2cc3ncccc3c2O)n1 (centres undefined) | 0 | x | -2 |
| CCc1nc2c(OCC(=O)N(C)C)cccn2c1N(C)C(=O)c1ccco1 | 10 | -3 | -3 |
